Assay outcomes: PubChem, National Center for Advancing Translational Sciences (NCATS)
TbPYK inhibitor – qHTS of Trypanosoma Brucei Inhibitors; TbPYK enzyme, Kinase-Glo Plus ATP luminescence, 45 min; Potency, µM (highest dose often 76.8 µM), for inactives: top-dose activity, negative = inhibition, hits mostly inhibitors; pyruvate kinase (Trypanosoma brucei), Q57TT1; actives 0.12% (n = 410,000); active = well fitted inhibition curve with a large enough effect; note: nearly all actives have a fitted effect of over 50% in size
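T. brucei PYK with substrate was exposed to pin-transferred compounds across a concentration series, then started with 130 uM ADP (final). After 45 min at room temperature, Kinase-Glo Plus luminescence was read, normalized and curve-fitted.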
An asterisk follows results filed as active; [ ] = dose if it differs, or a comment. % is set by controls: 0 for no effect and ±100 for the full control effect; potency is the fitted concentration of half-maximal effect.

The opening 3 records as a preview:
SMILES | TbPYK inhibitor
COc1ccc(-c2ccc(CCC(=O)O)n2CC(=O)Nc2cccc(C(F)(F)F)c2)cc1 | -7.7%
COc1cc(CN(C(=O)COc2ccc(Cl)cc2)c2ccccn2)cc(OC)c1OC | 2.7%
CCOc1ccc(N(CC)S(=O)(=O)N2CCCC(C(=O)NCc3ccc(SC)cc3)C2)cc1 (stereo not given) | 6.4%

The whole of this part (from the top)
SMILES | TbPYK inhibitor
COc1ccc(-c2ccc(CCC(=O)O)n2CC(=O)Nc2cccc(C(F)(F)F)c2)cc1 | -7.7%
COc1cc(CN(C(=O)COc2ccc(Cl)cc2)c2ccccn2)cc(OC)c1OC | 2.7%
CCOc1ccc(N(CC)S(=O)(=O)N2CCCC(C(=O)NCc3ccc(SC)cc3)C2)cc1 (stereo not given) | 6.4%
COc1ccc(CCNS(=O)(=O)c2ccc3c(c2)CC(C)N3C(=O)C2CCC2)cc1OC (stereo not given) | -3.9%
CCOC(=O)c1ccc(NC(=O)CC2C(=O)N(c3ccc(C)cc3)C(=O)N2C2CCCC2)cc1 (stereo not given) | 0.2%
O=C1CC(c2ccccc2)Cc2[nH]c(=O)c(-c3nc(-c4ccc(Cl)c(Cl)c4)cs3)cc21 (stereo not given) | 3.3%
COc1ccc(-c2noc(CNC(=O)c3ccccc3Br)n2)cc1 | 1.4%
CS(=O)(=O)N1CCC[C@@]2(CCN(Cc3nccs3)C2)C1 | -2.6%
Cc1ccc(NC(=O)CSc2ncc3c(n2)-c2ccccc2N(C)S3(=O)=O)c(Cl)c1 | 1.4%
COc1cc(Cl)c(S(=O)(=O)N2CCN(c3c(C)cccc3C)CC2)cc1Cl | 5.6%

A draw from above in order of length of the SMILES, smallest number first:
SMILES | TbPYK inhibitor
COc1ccc(-c2noc(CNC(=O)c3ccccc3Br)n2)cc1 | 1.4%
CS(=O)(=O)N1CCC[C@@]2(CCN(Cc3nccs3)C2)C1 | -2.6%
COc1cc(Cl)c(S(=O)(=O)N2CCN(c3c(C)cccc3C)CC2)cc1Cl | 5.6%
Cc1ccc(NC(=O)CSc2ncc3c(n2)-c2ccccc2N(C)S3(=O)=O)c(Cl)c1 | 1.4%
CCOc1ccc(N(CC)S(=O)(=O)N2CCCC(C(=O)NCc3ccc(SC)cc3)C2)cc1 (stereo not given) | 6.4%
O=C1CC(c2ccccc2)Cc2[nH]c(=O)c(-c3nc(-c4ccc(Cl)c(Cl)c4)cs3)cc21 (stereo not given) | 3.3%

More records.
SMILES | TbPYK inhibitor
CCCNC(=O)Cn1c(=O)c2cccn2c2cccnc21 | 3.5%
Cc1cc2nc(-c3ccc(Br)cc3)cc(C(F)(F)F)n2n1 | 0.2%
CCOc1ccc(NC(=O)CSc2nccn2-c2cccc(C)c2C)cc1 | -1.5%
CCc1ccc(CNC(=O)c2ccc(NC(=O)N3CCCCc4ccccc43)cc2)cc1 | -6.8%
CCOc1ccccc1NC(=O)Cn1cnc2onc(-c3ccc(F)cc3)c2c1=O | -12.6%
Cc1nn(C(C)C(=O)Nc2ccccc2C(F)(F)F)c(=O)c2c1sc1ccccc12 (stereo not given) | 3.3%
Cc1ccc(C)c(N2CCN(S(=O)(=O)c3cc(C(=O)Nc4ccc(Oc5ccccc5)cc4)ccc3F)CC2)c1 | 2.9%
O=C(c1ccncc1)N1CCC2(CC1)CCN(c1ccc(-c3ccccc3)cc1)CC2 | 0.6%
Cc1nn2c(=O)cc(COc3ccc(/C=C(\C#N)C(=O)Nc4ccccc4)cc3Cl)nc2s1 | 2.3%
COc1ccccc1CNS(=O)(=O)c1ccc2c(c1)NC(=O)CC(=O)N2 | 0.3%
CCN(c1ccccc1)c1ncnc2c1cnn2-c1ccc(C)cc1C | -1.0%
COc1ccc(NC(=O)N2CC[C@@]3(CCCN(C(C)=O)C3)C2)cc1 | 0.0%
CCc1c(C)sc2c1CCN(C(=O)Nc1ccccc1C(F)(F)F)C2c1ccccc1 (stereo not given) | -1.8%
COc1ccccc1CNC(=O)c1ccc(CN2CC(=O)N3CCCCC3C2=O)cc1 (stereo not given) | -3.0%
Cc1cccc(Cn2c(=O)n(Cc3ccccc3)c(=O)c3sc4ccccc4c32)c1 | -0.1%
CNC(=O)C1CCC(Cn2c(=O)c3sccc3n(Cc3ccccc3)c2=O)CC1 (stereo not given) | 1.8%
O=[N+]([O-])c1ccc(S(=O)(=O)N2CCn3cccc3C2c2ccc(Br)cc2)cc1 (stereo not given) | -14.8%
O=C(Cn1cc(SCc2cccc(Cl)c2)c2ccccc21)N1CCCCC1 | 3.3%
Cc1cccc(NC(=O)CN2C(=O)C3(SCC(=O)N3c3ccccc3)c3ccccc32)c1 (stereo not given) | 5.4%
COc1cc(NC(=O)c2cc3nc(-c4ccccc4)cc(-c4ccccc4)n3n2)c(OC)cc1Cl | -2.1%
Cc1cc(C)cc(NC(=O)Cn2c(-c3cncs3)nc3ccccc32)c1 | 0.7%
CCOc1ccc(CN(CCc2ccc3c(c2)OCO3)Cc2ccc(C)cc2)cc1 | 1.3%
COc1ccc(S(=O)(=O)Nc2cc3c(cc2N2CCOCC2)n(C)c(=O)n3C)cc1 | -4.1%
Cc1ccccc1NC(=O)CSc1nc2c(oc3ccccc32)c(=O)n1-c1ccccc1F | -3.4%
CN(c1ccc(F)cc1)S(=O)(=O)N1CCCC(C(=O)NCc2cccc(Br)c2)C1 (stereo not given) | 2.3%
CCc1ccc(S(=O)(=O)c2nnn3c2nc(N2CCCC2)c2sccc23)cc1 | 5.6%
COCCn1c(=O)c(C)nc2cnc(OCc3ccccc3)nc21 | -3.6%
CCN(CC)CCCNc1ncnc2c1cnn2-c1ccc(C)c(C)c1 | -3.9%
COc1ccc(CNC(=O)CN2C(=O)CC(c3ccc(C)c(C)c3)=Nc3ccccc32)cc1 | 0.8%
Clc1cccc(N2CCN(c3nc4ccccc4n4cnnc34)CC2)c1 | -2.4%
Cc1cccc2c(=O)cc(CSCC(=O)Nc3ccc(Cl)cc3)[nH]c12 | -15.8%
O=C(Cc1ccccc1)Nc1sc2c(c1C(=O)Nc1ccccc1Cl)CCCC2 | -0.1%
NC(=O)c1c(NC(=O)c2noc3c2CCCC3)sc2c1CCCC2 | 9.6%
O=C(NCc1ccc2c(c1)CCN2C(=O)c1ccc(F)cc1)c1c(F)cccc1F | 0.5%
CCOc1ccc(-c2noc(CSc3nnc(Cc4ccccc4)n3-c3cccc(C)c3)n2)cc1 | 6.4%
O=C(c1cccn1-c1nnc(N2CCCC2)s1)N1CCN(c2ccccc2)CC1 | -10.6%[15.4 µM]
Cc1cccc(C(c2sc3nc(-c4ccco4)nn3c2O)N2CCOCC2)c1 (stereo not given) | 0.7%
COc1ccc(N2CCN(C(=O)c3cccn4c(=O)c5ccc(Cl)cc5nc34)CC2)cc1 | 4.4%
COc1cccc(CNC(=O)C2CCCN(S(=O)(=O)N(C)c3ccc(F)cc3)C2)c1OC (stereo not given) | 1.1%
COc1ccc(OC)c(NC(=O)C2=C(C)C(=O)OC23CCN(C(C)C)CC3)c1 | -11.5%
COCCNC(=O)CSc1nc(-c2ccc(F)cc2)[nH]c1-c1ccc(Cl)cc1 | 1.3%
Cc1nc(SCc2ccc(Cl)cc2)c(C#N)c(C)c1Cl | -3.0%
CCOCCCN1C(=O)CN(C2CCCCCC2)C(=O)C1c1ccc(OCC)c(OC)c1 (stereo not given) | -5.4%
O=S(=O)(c1ccc(-n2cnnn2)cc1)N1CCN(c2cccc(Cl)c2)CC1 | 2.8%
COc1ccc(C(=O)Nc2ccc3nc4c(c(Nc5ccc(OC)c(OC)c5)c3c2)CCCC4)c(OC)c1 | -1.7%
COc1ccc(Cn2c(CO)cnc2SCc2ccccc2)cc1 | -4.1%
OCCN(CCO)c1ncnc2c1cnn2-c1ccc(F)cc1 | 1.0%
Cc1cccc(NC(=O)c2sc3nc4c(cc3c2N)CCCCCC4)c1C | 2.2%
O=C(NC1CC(=O)N(c2cccc(F)c2)C1)c1ccc(Br)o1 (stereo not given) | 2.7%
COc1cc(C(CC(=O)Nc2ccc(F)cc2F)N2Cc3ccccc3C2=O)cc(OC)c1OC (stereo not given) | -0.6%

By substructure, those above containing a cyano group (two)
SMILES | TbPYK inhibitor
Cc1nn2c(=O)cc(COc3ccc(/C=C(\C#N)C(=O)Nc4ccccc4)cc3Cl)nc2s1 | 2.3%
Cc1nc(SCc2ccc(Cl)cc2)c(C#N)c(C)c1Cl | -3.0%

(next part)
SMILES | TbPYK inhibitor
COc1ccc(CCNC(=O)c2ccc3c(c2)N(Cc2ccccc2C)C(=O)c2ccccc2S3)cc1OC | 2.0%
CCc1cccc(NC(=O)CN(C)S(=O)(=O)c2ccc3[nH]c4c(c3c2)CCCC4)c1 | -6.9%
COc1cc2c(cc1OC)C(COc1ccc3c(C)cc(=O)oc3c1)N(C(=O)Cc1ccccc1)CC2 (stereo not given) | -0.7%
Cc1ccc(Cn2cc(S(=O)(=O)c3cccc(C)c3)c(=O)c3cc(F)c(N4CCOCC4)cc32)cc1 | 0.0%
c1ccc(CNc2nc3ccccc3c3nc(-c4ccccc4)nn23)cc1 | 0.9%
O=C(Nc1ccc2oc(-c3cccc4c(Br)cccc34)nc2c1)c1cccc(Cl)c1 | -1.9%
CC(=O)Nc1ccc2nc(SCc3ccccc3)sc2c1 | 1.6%
COc1ccc(C(=O)c2cn(Cc3ccc(F)cc3)c3ccc(C)cc3c2=O)cc1 | -2.2%
CC(=O)c1ccc(NC(=O)COc2ccccc2-c2nc(-c3ccccc3)no2)cc1 | 7.7%
O=C(Nc1noc2ccccc12)c1cccc(Cl)c1Cl | -12.1%
CCN(CC)C(=O)c1ccc2c(c1)N(Cc1c(F)cccc1Cl)C(=O)c1ccccc1S2 | 2.8%
Cc1ccc(-c2nsc(NC(=O)c3oc4cc(C)c(Cl)cc4c3C)n2)cc1 | -3.8%
CCCSc1oc(-c2ccco2)nc1S(=O)(=O)c1ccc(Br)cc1 | -2.4%
Cc1ccc(CNS(=O)(=O)c2c(C)nc3sc(C)cn3c2=O)cc1 | -2.9%
CC1CCCN(c2cc3c(cc2F)c(=O)c(S(=O)(=O)c2cccc(Cl)c2)cn3Cc2ccccc2)C1 (stereo not given) | 1.0%
CCOc1ccc(C2C(=O)N(C3CCCCCC3)CC(=O)N2CCC2=CCCCC2)cc1OC (stereo not given) | -1.5%
CCC(=O)N1CCc2cc(Br)cc(S(=O)(=O)N3CCCC(C(=O)NCc4ccc(F)cc4)C3)c21 (stereo not given) | 3.0%
COc1ccc(-n2nc3ccc(NC(=O)c4ccc(-c5cc(Cl)ccc5Cl)o4)cc3n2)cc1 | 0.0%
CCN1CCC(N(Cc2ccc3c(c2)OCO3)C(=O)Nc2ccc(Br)c(C)c2)CC1 | 0.2%
Cc1ccc(Nc2nc(-c3ccccc3)nc3ccccc23)cc1 | -4.5%
COc1ccc(-n2cc(-c3ccccc3)c3c(N4CCCC(C)C4)ncnc32)cc1 (stereo not given) | 0.6%
COc1ccc(NC(=O)Cn2cnc3c(oc4ccccc43)c2=O)cc1OC | -8.6%
CCOC(=O)c1ccccc1NC(=O)CSc1cn(CC(=O)N2CCCCC2)c2ccccc12 | -11.3%
COc1ccccc1NC(=O)N(Cc1ccco1)C1CCN(C(C)=O)CC1 | 1.4%
CC1=C(c2ccc(Cl)cc2)S(=O)(=O)N=C1N1CCC(C(=O)NCCc2ccco2)CC1 | 4.0%
Cc1ccccc1CCNC(=O)C1CCN(S(=O)(=O)c2ccc3c(ccn3C)c2)CC1 | -0.1%
CCC12CN3CC(C)(CN(C1)C3c1c[nH]c3ccc(OC)cc13)C2=O (stereo not given) | -3.3%
COc1ccc(CNC(=O)Cn2c(=O)nc(-c3ccccc3)c3ccccc32)cc1OC | -6.9%
COc1ccc(S(=O)(=O)c2c(Nc3c(C)cccc3C)sc(C(=O)c3ccc4c(c3)OCO4)c2N)cc1 | 0.9%
COc1ncc2nc(CCc3ccccc3)c(=O)n(C3CC3)c2n1 | 2.1%
CCc1nn(CC(=O)N2CCN(c3cccc(Cl)c3)CC2)c(=O)c2cc3sccc3n12 | -1.2%
CSc1ncc(C(=O)Nc2cc(Cl)ccc2C)c(-c2ccccc2)n1 | -3.2%
O=C(Nc1ccc(F)c(Cl)c1)C1CCCN(c2ncnc3onc(-c4ccc(F)cc4)c23)C1 (stereo not given) | 5.6%
COc1ccc(-c2cn(-c3ccc(C)cc3)c(S(=O)(=O)CC(=O)Nc3ccc(F)cc3)n2)cc1 | -11.1%
O=C(NCc1ccc(Cl)cc1)C(=O)NCC(c1cccnc1)N1CCN(c2ccccc2)CC1 (stereo not given) | -2.1%
CCc1cccc(C)c1NC(=O)c1cc(S(=O)(=O)N(C)Cc2ccccc2)ccc1F | 5.5%
COc1ccc(-n2c(=O)c3sc4ccccc4c3n(CC(=O)NC3CCCCC3)c2=O)cc1 | 0.1%
COc1ccc(OC)c(NC(=O)CCCc2nnc3n(C(C)C)c(=O)c4sccc4n23)c1 | 3.0%
COc1cccc(C(=O)Nc2cccc(-c3nc4ncccn4c3C)c2)c1 | 6.9%
Cc1ccc(-c2nc3n(n2)C(=O)CC(c2ccc(C)cc2)S3)cc1 (stereo not given) | -2.5%
COC(=O)c1c(SC)nc2ccccc2c1OCc1cc(C)ccc1C | -8.3%
COc1cccc([C@H]2Nc3ccc(S(=O)(=O)Nc4cc(C)ccc4C)cc3[C@H]3C=CC[C@H]32)c1 | 0.2%
CCc1ccc(NS(=O)(=O)c2cc(-c3cnc(C4CC4)o3)ccc2C)cc1 | -1.8%
CCc1ccc(CN(Cc2ccco2)c2cnc(S(C)(=O)=O)nc2C(=O)Nc2c(C)cccc2C)cc1 | -2.3%
CCCCOC(=O)Cn1nnc2sc(-c3ccccc3)cc2c1=O | 0.8%
CCc1ccc(NS(=O)(=O)c2ccc3oc(=O)c4ncn(CC)c4c3c2)cc1 | 1.9%

Some of the compounds tested, so the mix of outcomes need not match the whole.
